Source: PubChem BioAssay (several laboratories)
CaV13 FRET inh = Primary screen for inhibitors of IQ motif and Ca2+-dependent inactivation inhibitor domain binding in CACNA1D, Förster resonance energy transfer in living cells, …. HEK cells, CFP/YFP FRET ICDI-IQ, plate reader, 10 min; percent FRET-ratio fall versus neutral wells. inhibition, % at 12.3 µM. actives 0.098% (n = 340,000). AID 743397;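 active means mean replicate inhibition of at least 30% and at least 1% of replicates passing that level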;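 further: 0% = median of the neutral control wells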
PDI inh = inhibitors of human protein disulfide isomerase. P07237. PDI insulin aggregation turbidity, A650, 90 min. inhibition, % at 10 µM. actives 0.052% (n = 350,000). AID 588391;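 active means mean inhibition across replicates of 30% or more, whatever share of single replicates reach that level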;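 further: absorbance from insulin aggregation driven by PDI reduction with DTT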
Target sequence (P07237 whole entry, looked up): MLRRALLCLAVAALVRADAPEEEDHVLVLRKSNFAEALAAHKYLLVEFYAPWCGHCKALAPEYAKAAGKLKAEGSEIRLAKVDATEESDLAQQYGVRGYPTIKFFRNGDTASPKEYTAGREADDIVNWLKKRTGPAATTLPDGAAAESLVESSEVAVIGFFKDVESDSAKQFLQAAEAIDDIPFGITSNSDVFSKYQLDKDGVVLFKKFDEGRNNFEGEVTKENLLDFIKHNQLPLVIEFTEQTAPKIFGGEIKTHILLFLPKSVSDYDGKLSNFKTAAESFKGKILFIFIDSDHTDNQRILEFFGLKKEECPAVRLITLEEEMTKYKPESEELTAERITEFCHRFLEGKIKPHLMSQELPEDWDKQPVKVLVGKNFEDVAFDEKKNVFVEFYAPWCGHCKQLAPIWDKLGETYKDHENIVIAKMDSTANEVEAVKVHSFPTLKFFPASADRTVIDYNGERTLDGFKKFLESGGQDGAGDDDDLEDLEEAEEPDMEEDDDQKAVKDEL
HIF-2a inh = blocks HIF-2a reporter activity; actives 0.72% (n = 360,000); inhibition, % at 18.8 µM; 786-0 RCC cells HIF-2a reporter, luciferase luminescence, overnight; AID 624352;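 active means inhibition of the luminescence signal of 40% or more relative to plate controls, in a single-dose primary screen at 18.75 µM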
CF NFkB inh = cystic fibrosis NF-kB activation inhibition | KKLEB NF-kB-GFP reporter, PAF-induced, GFP fluorescence overnight | inhibition, % at 5 µM | actives 0.86% (n = 360,000) | AID 588850;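 active means at least 50% inhibition at 5 µM, scaled per plate between neutral and stimulator controls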;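 further: PAF is a Pseudomonas aeruginosa culture filtrate used as stimulus; plate controls were PAF-stimulated DMSO wells for no effect and unstimulated DMSO wells for full effect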
KKLEB cytotox = CF airway cell cytotoxicity counter-screen | actives 0.36% (n = 360,000) | activity change (cytotoxicity), % at 5 µM | AID 602141 | KKLEB CF airway cells viability, ATPlite luminescence, overnight; stronger effect = lower value; cells stimulated with P. aeruginosa culture filtrate;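 active means corrected activity change at or below -50% at 5 µM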
Vif imaging = HIV Vif inhibition | HEK293T cells, Vif self-association by quenched fluorescence, imaging, 24 h | inhibition, % at 7.49 µM | actives 0.35% (n = 340,000); in the data active means inhibition above about 50%, passing the limit was not always enough; further: some results filed as inactive read as strong as hits
NR2E3 ag-1 = agonists of human NR2E3 nuclear receptor; CHO-S Gal4-NCOR/VP16-NR2E3 two-hybrid, luciferase; inhibition of corepressor binding, % at 3.98 µM; actives 0.35% (n = 360,000); AID 602229;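 active means inhibition above the mean of all tested compounds plus 3 SD, cut at about 70% in these data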;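 further: 0% = DMSO with NR2E3 transfected cells and 100% = cells lacking NR2E3 construct; higher means lower luciferase signal from less NR2E3 corepressor binding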
NR2E3 ag-2 = NR2E3 (human) agonism | Q9Y5X4 | GST-NR2E3/biotin-RetCOR TR-FRET, 1536-well | inhibition of corepressor binding, % at 4.78 µM | actives 0.12% (n = 320,000) | AID 2300;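 active means percent inhibition above the cutoff of mean plus 3 SD of all tested compounds, set per screening campaign, cut at about 20% in these data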;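 further: 0% = DMSO wells and 100% = biotin wells as full block of FRET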
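System: GST-tagged NR2E3 plus biotinylated RetCOR corepressor; Amount: 1.35 nM GST-tagged NR2E3 final; Dosing: single nominal compound dose of 4.8 µM; Schedule: 5 h incubation at 4 °C; Technique: TR-FRET with europium anti-GST and streptavidin-D2, 340 nm excitation; Controls: biotin wells as high control, 0.6% DMSO wells as low control.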
Peg3 prom inh = reduces Peg3 promoter-driven luciferase expression in HeLa; inhibition, % at 20 µM; actives 1.7% (n = 360,000); HeLa PEG-Prom luciferase reporter, luminescence, overnight; AID 588405;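 active means inhibition of at least 50% at 20 µM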
Shn3 3UTR inh = inhibitors of Schnurri-3 3'UTR reporter in osteoblasts | Clone20 osteoblast Shn3 3'UTR firefly luciferase, 24 h | inhibition, % at 12.5 µM | actives 0.52% (n = 360,000) | AID 588674;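 active means mean inhibition of at least 75% with every replicate also reaching 75%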;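 further: 0% = median of neutral control wells and 100% = pilot-screen positive control compound; some compounds past the cut are filed as inactive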
MITF TRPM1 inh = MITF TRPM1 promoter inhibition in SK-MEL-5 cells; SK-MEL-5 TRPM1 promoter luciferase, 24 h; inhibition, % at 12.5 µM; actives 0.83% (n = 330,000);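 active means mean inhibition across replicates of 60% or more, whatever share of single replicates reaches that level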; further: values of inactives mirror those of a sister screen read the other way
* = called active by the depositor; · = no result given. Hits appear at their usual frequency. About 3.3% of those tested had a hit in this group.

Keys: A = CaV13 FRET inh; B = PDI inh; C = HIF-2a inh; D = CF NFkB inh; E = KKLEB cytotox; F = Vif imaging; G = NR2E3 ag-1; H = NR2E3 ag-2; I = Peg3 prom inh; J = Shn3 3UTR inh; K = MITF TRPM1 inh
COc1cccc(NS(=O)(=O)c2c(C)n(C)c(=O)n(C)c2=O)c1
  A: -5.0	B: ·	C: 0.9	D: -1.5	E: 2.9	F: 1.0	G: 3.0	H: 1.4	I: -0.9	J: -15.4	K: ·

COCCn1c(NCc2ccc(C)cc2)nc2c1c(=O)[nH]c(=O)n2C
  A: -3.8	B: -8.9	C: 16.5	D: -8.9	E: 0.8	F: 20.9	G: -21.5	H: -0.7	I: -19.8	J: 8.5	K: -9.4

CCOC(=O)C1=CCC(c2ccccc2Cl)N(S(=O)(=O)c2ccc(C)cc2)C1 (configuration not stated)
  A: -6.7	B: ·	C: 13.7	D: 7.3	E: -12.4	F: 14.8	G: -27.4	H: ·	I: 3.1	J: -16.0	K: ·

CNc1oc(-c2ccc(OCc3ccccc3)cc2)nc1C#N
  A: ·	B: 4.9	C: -256.5	D: -3.7	E: 9.6	F: 6.1	G: -24.4	H: 1.2	I: -159.8	J: -12.5	K: -71.6

O=c1[nH]c(CSc2ncc(C(F)(F)F)cc2Cl)nc2ccccc12
  A: -1.5	B: -0.4	C: -75.3	D: 4.9	E: 5.1	F: 24.0	G: -41.9	H: -3.0	I: -111.8	J: 78.2	K: -16.1

COC(=O)c1nccnc1N
  A: -5.4	B: 1.1	C: 13.9	D: 3.0	E: -0.2	F: -3.4	G: -1.9	H: ·	I: 11.7	J: -8.4	K: -7.6

Cc1cc(CN(C)C(=O)c2ccc3nc(Cc4ccccc4F)oc3c2)on1
  A: -5.6	B: -7.1	C: -195.9	D: 5.7	E: -10.3	F: -4.4	G: -35.4	H: -2.3	I: -177.0	J: -73.4	K: -93.9

COc1ccccc1NC(=O)CC(c1ccc(F)cc1)c1ccco1 (configuration not stated)
  A: -3.2	B: -4.7	C: -7.7	D: -0.4	E: -3.0	F: -3.9	G: -2.0	H: 7.7	I: -3.9	J: 1.1	K: -1.4

O=C(c1ccco1)N1CCN(C2CN(Cc3ccccc3)S(=O)(=O)C2)CC1 (configuration not stated)
  A: -6.0	B: ·	C: -12.5	D: -17.4	E: 4.7	F: ·	G: -28.5	H: ·	I: -26.0	J: -17.7	K: ·

Cc1ccc2occ(/C=N/NC(=O)c3ccc(O)cc3)c(=O)c2c1
  A: -6.4	B: -72.9	C: 19.3	D: 65.6*	E: -23.8	F: -3.9	G: 3.0	H: ·	I: -5.6	J: -8.6	K: -6.9

Retrieved one by one from above:
Keys: A = CaV13 FRET inh; B = PDI inh; C = HIF-2a inh; D = CF NFkB inh; E = KKLEB cytotox; F = Vif imaging; G = NR2E3 ag-1; H = NR2E3 ag-2; I = Peg3 prom inh; J = Shn3 3UTR inh; K = MITF TRPM1 inh
COc1cccc(NS(=O)(=O)c2c(C)n(C)c(=O)n(C)c2=O)c1
  A: -5.0	B: ·	C: 0.9	D: -1.5	E: 2.9	F: 1.0	G: 3.0	H: 1.4	I: -0.9	J: -15.4	K: ·

O=c1[nH]c(CSc2ncc(C(F)(F)F)cc2Cl)nc2ccccc12
  A: -1.5	B: -0.4	C: -75.3	D: 4.9	E: 5.1	F: 24.0	G: -41.9	H: -3.0	I: -111.8	J: 78.2	K: -16.1

(more compounds)
Keys: A = CaV13 FRET inh; B = PDI inh; C = HIF-2a inh; D = CF NFkB inh; E = KKLEB cytotox; F = Vif imaging; G = NR2E3 ag-1; H = NR2E3 ag-2; I = Peg3 prom inh; J = Shn3 3UTR inh; K = MITF TRPM1 inh
CC1CCCCC1NC(=O)Cn1cnc2c1c(=O)n(C)c(=O)n2C (configuration not stated)
  A: -6.0	B: -1.2	C: 21.9	D: 3.3	E: -2.4	F: 2.7	G: -2.3	H: ·	I: 6.0	J: -10.2	K: -7.9

COc1ccc(-n2nnnc2SC(C)C(N)=O)cc1 (configuration not stated)
  A: -10.0	B: -6.1	C: 1.7	D: -4.4	E: 9.6	F: 21.8	G: 2.9	H: -0.8	I: 7.2	J: -9.1	K: 5.3

COC(=O)[C@@H](NC(=O)Nc1ccc(OC)cc1)C(C)C
  A: -8.6	B: -2.5	C: 11.0	D: -7.0	E: 6.1	F: -1.6	G: 15.2	H: 0.8	I: 16.8	J: -6.3	K: 1.8

O=C(N/N=C1\CCc2ccccc21)c1ccncc1
  A: -2.5	B: -4.7	C: -145.0	D: 1.1	E: 2.1	F: 16.2	G: -3.7	H: -3.7	I: -166.9	J: -24.0	K: -58.8

CCCCNC(=O)c1onc(CSc2ccc(OC)cc2)c1C(=O)O
  A: -2.3	B: 1.1	C: 11.8	D: 12.5	E: -4.2	F: -3.5	G: -25.2	H: 1.5	I: -0.9	J: 8.3	K: -7.0

Cc1cccc2cc(C#N)c(SCC(=O)NNC(=O)Cc3ccccc3)nc12
  A: -5.0	B: -4.4	C: 15.0	D: -0.3	E: -20.6	F: -0.2	G: 12.3	H: 1.5	I: 16.7	J: 11.2	K: 5.1

O=C(Cc1cccc2ccccc12)NCCOc1ccccc1F
  A: 6.9	B: -1.0	C: 9.8	D: 2.3	E: -0.1	F: -2.3	G: -7.4	H: 1.8	I: 0.8	J: 10.7	K: -0.2

Cn1cc(C(=O)C(=O)NC2CC2)c2ccccc21
  A: -2.8	B: -0.2	C: 7.0	D: 12.0	E: -4.4	F: 4.4	G: 5.0	H: ·	I: 3.2	J: 3.8	K: 7.6

Cc1ccc(CNC(=O)C2CCN(S(=O)(=O)c3cccc4nonc34)CC2)cc1
  A: -4.2	B: 10.9	C: 0.0	D: 3.2	E: -3.2	F: -0.4	G: 10.3	H: 0.5	I: -4.4	J: 1.2	K: 2.9

CC(C)CC(=O)CN1C(=O)C2(OCCO2)c2ccccc21
  A: -3.4	B: -6.9	C: 13.3	D: -11.8	E: 2.1	F: -6.7	G: -7.5	H: 2.3	I: 6.9	J: 0.5	K: 5.5

CNC(=O)c1[nH]cnc1C(=O)N[C@@H](Cc1ccccc1)C(=O)OC(C)(C)C
  A: -11.7	B: -2.0	C: 8.5	D: -16.7	E: 1.4	F: -3.6	G: 2.6	H: 4.3	I: 6.5	J: 8.8	K: 7.5

O=C(CN1C(=O)NC2(CCCCCC2)C1=O)NCc1ccccc1
  A: -3.3	B: -8.4	C: -4.1	D: 9.8	E: -11.6	F: 4.7	G: -5.3	H: ·	I: -10.2	J: -14.2	K: 2.0

CCn1ncc(/C=N/O)c1C
  A: ·	B: 1.3	C: 2.1	D: 12.7	E: -5.5	F: ·	G: -25.1	H: -1.2	I: -22.1	J: 9.0	K: 0.4

Full records as entered above. Screens in order: CaV13 FRET inh | PDI inh | HIF-2a inh | CF NFkB inh | KKLEB cytotox | Vif imaging | NR2E3 ag-1 | NR2E3 ag-2 | Peg3 prom inh | Shn3 3UTR inh | MITF TRPM1 inh
`Cc1cccc2cc(C#N)c(SCC(=O)NNC(=O)Cc3ccccc3)nc12` is listed with -5.0 | -4.4 | 15.0 | -0.3 | -20.6 | -0.2 | 12.3 | 1.5 | 16.7 | 11.2 | 5.1
`CCCCNC(=O)c1onc(CSc2ccc(OC)cc2)c1C(=O)O` is listed with -2.3 | 1.1 | 11.8 | 12.5 | -4.2 | -3.5 | -25.2 | 1.5 | -0.9 | 8.3 | -7.0
`CNC(=O)c1[nH]cnc1C(=O)N[C@@H](Cc1ccccc1)C(=O)OC(C)(C)C` is listed with -11.7 | -2.0 | 8.5 | -16.7 | 1.4 | -3.6 | 2.6 | 4.3 | 6.5 | 8.8 | 7.5
`COc1ccc(-n2nnnc2SC(C)C(N)=O)cc1` (configuration not stated) is listed with -10.0 | -6.1 | 1.7 | -4.4 | 9.6 | 21.8 | 2.9 | -0.8 | 7.2 | -9.1 | 5.3
`O=C(Cc1cccc2ccccc12)NCCOc1ccccc1F` is listed with 6.9 | -1.0 | 9.8 | 2.3 | -0.1 | -2.3 | -7.4 | 1.8 | 0.8 | 10.7 | -0.2
